# AMPAR-TARP mod = modulators of AMPA receptor GluA2-stargazin complexes; O88602+P19491; HEK293 GluA2+stargazin, membrane potential dye (FDSS), glutamate EC50; hits were called plate by plate, in both directions; calls only at 30 µM; 40,000 compounds, 3.5% hits; AID 1259245;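 active = any of four per-well response measures lying three or more SD from its plate-wide compound average, in either direction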
# Target sequence (O88602 whole entry, looked up): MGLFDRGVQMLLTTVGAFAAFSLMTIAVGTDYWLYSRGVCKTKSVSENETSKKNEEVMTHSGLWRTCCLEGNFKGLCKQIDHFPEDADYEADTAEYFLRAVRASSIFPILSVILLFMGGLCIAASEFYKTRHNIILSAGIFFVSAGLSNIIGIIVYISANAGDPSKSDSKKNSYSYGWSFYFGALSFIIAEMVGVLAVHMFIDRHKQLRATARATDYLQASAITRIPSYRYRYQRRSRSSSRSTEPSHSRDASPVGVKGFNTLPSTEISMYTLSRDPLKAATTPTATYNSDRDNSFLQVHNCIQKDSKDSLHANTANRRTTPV
# Target sequence (P19491 whole entry, looked up): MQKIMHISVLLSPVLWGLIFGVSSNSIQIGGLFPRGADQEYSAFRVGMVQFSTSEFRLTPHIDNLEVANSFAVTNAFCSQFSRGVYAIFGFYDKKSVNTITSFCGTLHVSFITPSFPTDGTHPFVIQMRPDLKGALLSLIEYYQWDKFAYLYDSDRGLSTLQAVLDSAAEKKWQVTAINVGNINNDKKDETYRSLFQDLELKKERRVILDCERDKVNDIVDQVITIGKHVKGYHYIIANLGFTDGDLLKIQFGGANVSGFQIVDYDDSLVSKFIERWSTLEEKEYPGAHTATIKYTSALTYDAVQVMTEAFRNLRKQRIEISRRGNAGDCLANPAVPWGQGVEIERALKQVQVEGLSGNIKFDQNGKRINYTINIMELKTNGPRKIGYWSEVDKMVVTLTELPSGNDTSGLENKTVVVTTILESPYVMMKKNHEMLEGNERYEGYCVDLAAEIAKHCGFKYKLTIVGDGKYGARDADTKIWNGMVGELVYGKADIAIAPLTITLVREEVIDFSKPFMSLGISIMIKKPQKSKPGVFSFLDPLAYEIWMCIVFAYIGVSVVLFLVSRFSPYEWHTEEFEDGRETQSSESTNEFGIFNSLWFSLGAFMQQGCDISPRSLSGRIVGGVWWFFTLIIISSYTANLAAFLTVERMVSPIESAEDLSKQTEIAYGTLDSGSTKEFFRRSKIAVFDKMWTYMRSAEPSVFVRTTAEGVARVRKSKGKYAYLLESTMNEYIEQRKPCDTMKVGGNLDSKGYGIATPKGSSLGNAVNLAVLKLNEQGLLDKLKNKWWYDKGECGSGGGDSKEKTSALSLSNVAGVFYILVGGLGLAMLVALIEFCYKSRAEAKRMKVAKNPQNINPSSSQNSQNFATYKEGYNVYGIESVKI
# AMPAR-TARP mod agonism max-min = second read-out of AMPAR-TARP mod, no call of its own (marks repeat the call); compound max-min signal; compound-alone response (agonism);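 unitless range of fluorescence divided by baseline over first 100 seconds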
# AMPAR-TARP mod glutamate slope = second read-out of AMPAR-TARP mod, no call of its own (marks repeat the call); glutamate slope, % of max; measured here: glutamate response slope, % max;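 scaled per plate between vehicle wells and maximal 1 mM glutamate control wells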
# Numbers without * were called inactive; i = inactive; + = active, no number; & = joins results of further samples; ! = not active in a repeat. An excerpt (hit frequency here may not be typical).
AMPAR-TARP mod agonism max-min,SMILES,AMPAR-TARP mod glutamate slope,AMPAR-TARP mod
0.064&0.04,CCSc1nnc(NC(=O)c2nnn(-c3ccc(OC)cc3)c2C)s1,51&105,i
0.11,Cc1ccc(-c2nnc(NC(=O)c3cccc(F)c3)o2)cc1C,49,i
0.089,O=C(c1ccccc1)c1ccc(OCC(O)CN2CCN(S(=O)(=O)N3CCOCC3)CC2)cc1 (stereo not given),46,i
0.091,COc1cccc(OC)c1C(=O)Nc1cccc(N2CCCC2=O)c1,36,i
0.048,C=CCN(CC=C)C(=O)Cn1c(C2CC(=O)N(c3cccc(C)c3)C2)nc2ccccc21 (stereo not given),71,i
0.12,O=C1OC2(CCCCC2)OC(=O)C1=CNc1ccc(Cl)cn1,52,i
0.069,O=C(Cc1ccccc1F)Nc1cccc(-c2ccc3nnc(-c4cccs4)n3n2)c1,48,i
0.062,COCCNS(=O)(=O)c1ccc(C)c(N(C)S(=O)(=O)c2ccc(C)cc2)c1C,17,i
0.11,Cn1c(C(=O)N2CCOCC2)ccc1-c1cc(C(F)(F)F)ccc1Cl,67,i
0.081,O=c1cc(-c2ccc(F)cc2)nc(SCc2nc(-c3cccs3)no2)[nH]1,47,i
0.11,COc1ccc2nc(-c3ccc(NC(=O)C(C)Oc4ccccc4F)cc3)cn2n1 (stereo not given),60,i
0.043,CN(C)C(CNC(=O)C(=O)Nc1ccc([N+](=O)[O-])cc1)c1ccc(F)cc1 (stereo not given),47,i
0.13,CC(=O)Nc1ccc(S(=O)(=O)N2c3ccc(F)cc3CCC2C)cc1 (stereo not given),44,i
0.15,CCOC(=O)c1ccccc1NC(=O)CN1CCC(Cn2cnc3ccccc32)CC1,47,i
0.05,Cc1nnsc1C(=O)N1CCC(CNC(=O)Nc2ccccc2C(F)(F)F)CC1,26,i
0.034,COc1ccc(-c2cc(C(=O)OCc3ccco3)c3ccccc3n2)cc1OC,55,i
0.078,CC1(C)C2CCC1(CS(=O)(=O)N1CCc3ccccc31)C(=O)C2 (stereo not given),71,i
0.11,CCc1ccccc1NC(=O)CCc1c(C)nn(-c2nc(C)cc(=O)[nH]2)c1C,59,i
0.077*,O=C(c1ccc(Br)o1)N1CCC(Cn2cnc3ccccc32)CC1,54*,+
0.13,N#Cc1ccc(Cl)cc1NC(=O)C(=O)NCCC(O)c1ccco1 (stereo not given),43,i
0.071,C=CCn1c(SCC(=O)NCc2ccc3c(c2)OCO3)nc2sc3c(c2c1=O)CCCCC3,71,i
0.047,CCn1nnc2c(SCc3cccnc3)ncnc21,38,i
0.051,O=S(=O)(NCCOc1ccc(-c2ccc(F)cc2)nn1)c1ccc(F)c(Cl)c1,55,i
0.081,O=S(=O)(NCc1ccncc1)c1ccc2c(c1)OCCO2,70,i
0.13,COc1ccc(S(=O)(=O)c2c(N)n(CCN)c3nc4ccccc4nc23)cc1,55,i
0.08,COc1ccc(C(=O)NCCS(=O)(=O)N(C)C)cc1,54,i
0.095*,O=S(=O)(c1cc(F)ccc1F)N1CCC(Cn2ccnc2-c2ccccc2)CC1,54*,+
0.15,COc1cc(-c2nnc(NC(=O)c3ccccc3SC)o2)cc(OC)c1OC,72,i
0.079,Cc1ccc(-c2cc(C(=O)NCc3cccnc3)c(C)o2)cc1,56,i
0.094,Cc1ccc(N2CC(c3nc4ccccc4n3Cc3cccc(C)c3)CC2=O)cc1 (stereo not given),75,i
0.11,COc1cc(-c2ccc(=O)n(CC(=O)Nc3cccc(C)c3)n2)cc(OC)c1OC,57,i
0.039,O=C(CCCn1nc(-c2cccs2)ccc1=O)Nc1nc2ccccc2[nH]1,37,i
0.026,Cc1ccc(-n2nnc3c(SCC(=O)N4CCCCCC4)ncnc32)cc1,49,i
0.093,O=C(CCn1c(=O)[nH]c2ccccc2c1=O)NCCSCc1ccccc1,63,i
0.058,COc1ccc(S(=O)(=O)NCc2ccccn2)c(C)c1C,54,i
0.047,Cc1cc(S(=O)(=O)NCCn2nc(-c3ccccc3)ccc2=O)ccc1F,21,i
0.068,OC(COCCOc1ccc(Br)cc1)CN1CCN(c2ccccn2)CC1 (stereo not given),52,i
0.047,COc1cccc(C(c2c(O)cc(C)[nH]c2=O)c2c(O)cc(C)[nH]c2=O)c1OC,46,i
0.061,Cc1ccc(S(=O)(=O)N(C)c2ccc(C(=O)N3CCC(C)CC3)cc2)cc1,61,i
0.12,NC(=O)COc1ccc2c(c1)O/C(=C\c1c(Cl)cccc1Cl)C2=O,67,i
0.086,COc1ccc(-c2noc(-c3cc(-c4ccco4)n[nH]3)n2)c(OC)c1,38,i
0.087,CC(C)CCNC(=O)C(=O)c1cn(CC(=O)N2CCOCC2)c2ccccc12,51,i
0.13,Cn1nc(NC(=O)c2cc(=O)c3ccccc3o2)c2c1NC(=O)CC2c1cccs1 (stereo not given),65,i
0.12,O=C(NCCc1ccccc1)Nc1cccc(N2CCCCC2=O)c1,45,i
0.051*!,CN(c1ccsc1C(=O)Nc1ccc2c(c1)OCCO2)S(=O)(=O)c1ccccc1,148*!,+!
0.086,Cc1ccc(NC(=O)Cn2cnc(-c3cccs3)cc2=O)cc1F,65,i
0.088,CC1CC(C)CN(S(=O)(=O)CCCOc2ccc3c(c2)OCO3)C1 (stereo not given),68,i
0.11,O=C(NCC1CCN(C(=O)COc2ccccc2)CC1)C(=O)Nc1ccc(C(F)(F)F)cc1,62,i
0.089,C=CCn1c(N2CCC(C(N)=O)CC2)nc2c1c(=O)[nH]c(=O)n2C,33,i
0.03,CN1CCN(CC(O)COCCOc2ccc(Br)cc2)CC1 (stereo not given),46,i
0.058,O=C1/C(=C/c2ccncc2)SC(=S)N1c1ccc(O)cc1,48,i
0.088,CCN(CC)CCCN1C(=O)C(=O)/C(=C(/O)c2ccc(Cl)cc2)C1c1ccccn1 (stereo not given),56,i
0.063,COc1ccc(CNC(=O)Cn2c(C)cc(C)c(-c3nc(-c4ccc(C)cc4)no3)c2=O)cc1,59,i
0.081,Cc1ccc(NC(=O)Cn2c(=O)n(C(C)C)c(=O)c3nscc32)c(C)c1,67,i
0.068,CC1CN(C)CCN1CC1CCN(C(=O)Nc2cccs2)CC1 (stereo not given),44,i
0.071,Cc1cc(C)cc(C(=O)NCC2(c3ccccc3)CCOCC2)c1,66,i
0.046,COCCNC(=O)Cn1cc(OC)c(=O)cc1CSc1nc(C)cs1,52,i
0.061,COc1ccc(-c2ccc(=O)n(CCNC(=O)COc3cc(C)c(Cl)c(C)c3)n2)cc1,57,i
0.084,CCc1nnc(-c2ccc(NC(=O)c3cc4ccccc4o3)cc2)o1,55,i
0.073,COc1cc(N2CCN(S(=O)(=O)c3ccccc3C(F)(F)F)CC2)nc(OC)n1,56,i

# Further entries
AMPAR-TARP mod agonism max-min,SMILES,AMPAR-TARP mod glutamate slope,AMPAR-TARP mod
0.048,COc1cn(CC(=O)N2CCc3ccccc32)c(CSc2ccccc2)cc1=O,50,i
0.12,CNc1nn(CC(=O)Nc2ccc(C(C)C)cc2)c(N)c1-c1nc(-c2cccc(Cl)c2)no1,60,i
0.087,CCOc1ccc(C2NC(=O)NC(CS(=O)(=O)c3ccc4c(c3)CCCC4)=C2C(=O)OC)cc1 (stereo not given),52,i
0.068,O=S(=O)(NCc1ccsc1)c1cc(Cl)ccc1Cl,35,i
0.068,CCn1c(=O)c2c(nc3n(-c4cc(OC)ccc4OC)c(C)cn23)n(C)c1=O,55,i
0.096,O=S(=O)(/C=C/c1ccccc1)NCCOc1ccc(-c2ccccc2)nn1,69,i
0.073,CCc1ccccc1-n1c(C)cn2c3c(=O)n(CC(N)=O)c(=O)n(C)c3nc12,55,i
0.091,O=C(c1ccco1)N1CCN(C(=S)Nc2ccc(Nc3ccccc3)cc2)CC1,54,i
0.11,Cc1ccc(-c2noc(CN3N=NC4C(=O)N(c5ccc(C)c(Cl)c5)C(=O)C43)n2)cc1 (stereo not given),45,i
0.085,CC(C)(C)n1nc2c(c1-n1cccc1)CN(C(=O)c1nc3ccccc3s1)C2,72,i
0.084,O=C(O)CC(CNc1ccccc1)c1nc2ccccc2[nH]1 (stereo not given),53,i
0.025,O=C(NCCc1ccccc1)NCC1CCN(C(=O)Oc2ccccc2)CC1,45,i
0.05,NCC1CCN(C(=O)c2cc3ccccc3o2)CC1,51,i
0.1,Cn1cccc1C(CNS(=O)(=O)c1cc(F)ccc1F)N1CCc2ccccc2C1 (stereo not given),48,i
0.11,COc1cn(CC(N)=O)c(CSc2nc(C)cc(C)n2)cc1=O,64,i
0.068,Cn1cc(C(=O)N2CCCC2)cc(NC(=O)c2cccc3ccccc23)c1=O,59,i
0.1,O=C(CCCS(=O)(=O)c1ccccc1)Nc1ccc(Cl)cc1,69,i
0.12,Cc1nnsc1C(=O)NCC(O)Cc1ccccc1 (stereo not given),78,i
0.055,Cc1cccc(Cn2c(C3CC(=O)N(Cc4ccc(F)cc4)C3)nc3ccccc32)c1 (stereo not given),72,i
0.033,CCN1CCN(S(=O)(=O)CCN2C(=O)c3ccccc3C2=O)CC1,41,i

# Pulled by compound from the list above, six records:
AMPAR-TARP mod agonism max-min,SMILES,AMPAR-TARP mod glutamate slope,AMPAR-TARP mod
0.047,CCn1nnc2c(SCc3cccnc3)ncnc21,38,i
0.058,O=C1/C(=C/c2ccncc2)SC(=S)N1c1ccc(O)cc1,48,i
0.091,O=C(c1ccco1)N1CCN(C(=S)Nc2ccc(Nc3ccccc3)cc2)CC1,54,i
0.05,Cc1nnsc1C(=O)N1CCC(CNC(=O)Nc2ccccc2C(F)(F)F)CC1,26,i
0.078,CC1(C)C2CCC1(CS(=O)(=O)N1CCc3ccccc31)C(=O)C2 (stereo not given),71,i
0.087,CCOc1ccc(C2NC(=O)NC(CS(=O)(=O)c3ccc4c(c3)CCCC4)=C2C(=O)OC)cc1 (stereo not given),52,i

# An excerpt from above in order of heavy-atom count, descending.
AMPAR-TARP mod agonism max-min,SMILES,AMPAR-TARP mod glutamate slope,AMPAR-TARP mod
0.087,CCOc1ccc(C2NC(=O)NC(CS(=O)(=O)c3ccc4c(c3)CCCC4)=C2C(=O)OC)cc1 (stereo not given),52,i
0.055,Cc1cccc(Cn2c(C3CC(=O)N(Cc4ccc(F)cc4)C3)nc3ccccc32)c1 (stereo not given),72,i
0.073,CCc1ccccc1-n1c(C)cn2c3c(=O)n(CC(N)=O)c(=O)n(C)c3nc12,55,i
0.033,CCN1CCN(S(=O)(=O)CCN2C(=O)c3ccccc3C2=O)CC1,41,i
0.05,NCC1CCN(C(=O)c2cc3ccccc3o2)CC1,51,i

# The listing continues.
AMPAR-TARP mod agonism max-min,SMILES,AMPAR-TARP mod glutamate slope,AMPAR-TARP mod
0.12,O=C(Nc1ccc2c(c1)Cc1ccccc1-2)c1nc(-c2cnccn2)no1,52,i
0.088,Cn1cccc1C(O)CNC(=O)C1(c2ccccc2)CCOCC1 (stereo not given),63,i
0.092,COc1cccc(-n2c(C)cn3c4c(=O)n(CC(C)=O)c(=O)n(C)c4nc23)c1,62,i
0.094,COCCNC(=O)Cn1cc(-c2nnc(-c3ccccc3)o2)c2ccccc21,58,i
0.088,Cc1ccc(S(=O)(=O)N2CCC(C(=O)Nc3ccc4sccc4c3)CC2)cc1,48,i
0.091,COc1ccc(-n2c(=O)c3ccccc3n(CC(=O)NC3CCCCC3)c2=O)cc1OC,40,i
0.13,COc1ccc(-c2noc(-c3cc(-c4cccs4)[nH]n3)n2)cc1OC,61,i
0.074,COC(CNC(=O)C1COCC(=O)N1Cc1ccccc1)OC (stereo not given),53,i
0.16,CCNC(=O)N1CCN(Cc2nc(-c3ccc(F)cc3)cs2)CC1,56,i
0.075,Cc1cccc(NC(=O)CSc2nnc(C)s2)c1,70,i
0.057,O=C(Cn1ccc2ccccc21)N1CCN(c2ccc(-c3cccnc3)nn2)CC1,17,i
0.077,COc1ccc(OC)c(Nc2nnc(Cc3ccc(C)cc3)c(=O)[nH]2)c1,48,i
0.074,O=C(Cc1cc(-c2ccc(Cl)cc2)on1)Nc1ccccc1-c1ccccc1,49,i
0.19,COc1ccc(S(=O)(=O)NCC(O)(c2ccccc2)C(F)(F)F)c(C)c1 (stereo not given),34,i
0.084,CSCCn1c(=NC(=O)C(C)(C)C)sc2cc(S(C)(=O)=O)ccc21,62,i
0.028,COc1ccccc1NC(=O)CSc1ncnc2c1nnn2C,31,i
0.092,O=C(/C=C/c1ccc([N+](=O)[O-])cc1)N(Cc1ccncc1)c1nc2c(F)cc(F)cc2s1,56,i
0.16,CCOc1ccc2nc(N(CCCN3CCOCC3)C(=O)c3ccn(C)n3)sc2c1,45,i
0.071,O=C(Cc1ccc(F)cc1)N(CCCn1ccnc1)c1nc2c(F)cccc2s1,64,i
0.1,CC1CCN(CC(O)COc2ccccc2-c2ccccc2)CC1 (stereo not given),39,i

# Reformatted: three of the compounds above.
SMILES,AMPAR-TARP mod agonism max-min,AMPAR-TARP mod glutamate slope,AMPAR-TARP mod
Cc1nnsc1C(=O)NCC(O)Cc1ccccc1 (stereo not given),0.12,78,i
Cc1cccc(Cn2c(C3CC(=O)N(Cc4ccc(F)cc4)C3)nc3ccccc32)c1 (stereo not given),0.055,72,i
CCN1CCN(S(=O)(=O)CCN2C(=O)c3ccccc3C2=O)CC1,0.033,41,i

# More entries follow:
AMPAR-TARP mod agonism max-min,SMILES,AMPAR-TARP mod glutamate slope,AMPAR-TARP mod
0.097,Cc1ccc(S(=O)(=O)NCC2CCN(c3ncccn3)CC2)s1,55,i
0.096,O=C(NCC1CCN(C(=O)COc2ccccc2)CC1)c1ccc2nsnc2c1,64,i
0.091,CCOC(=O)C(C)Sc1ccc(NC(=O)C(C)C)nn1 (stereo not given),53,i
0.042,O=C(NCC1CCN(C(=O)Nc2ccc(F)cc2)CC1)c1ccc2c(c1)OCO2,61,i
0.1,O=C(CN1CCC(c2nnc(-c3ccc(F)cc3)o2)CC1)c1ccccc1,59,i
0.067,COc1ccc(S(=O)(=O)CCCC(=O)Nc2nc3ccc4ccccc4c3s2)cc1,59,i
0.078,O=C(Cn1nc(-c2ccncc2)ccc1=O)Nc1ccccc1OC(F)(F)F,37,i
0.12,O=C(NCc1c(F)cccc1F)C(=O)NC1CCCCCC1,54,i
0.061,COc1ccc(OC)c(-c2ccc(=O)n(CC(N)=O)n2)c1,99,i

# Bioassay records from PubChem.
